Assay outcomes: PubChem, SRMLSC
Ecoli WT growth – growth inhibitors of wild type E. coli, primary screen, strain BW25113 wild type, absorbance readout | E. coli BW25113 growth inhibition, OD600 | inhibition, % at 10 µM | 20,000 compounds, 0.05% hits | AID 552, 2006; in the data active means inhibition above about 40%;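 further: bacteria exposed to compound for 20 hours at 37 °C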
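System: bacterial strain in a whole-cell growth screen; medium: LB broth with 50 µg/mL kanamycin; detection: absorbance at 615 nm; schedule: 20 h exposure, 37 °C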
* = called active by the depositor. An excerpt, so the mix of outcomes need not match the whole.

SMILES | Ecoli WT growth
Cc1cc(C2C(C#N)=C(N)SC(N)=C2C#N)c(C)s1 | -7.8
CS(=O)(=O)N(CC(=O)NCCSCc1cccc(Cl)c1)c1ccc2c(c1)OCO2 | 2.1
Cc1cccc(CN2CCN(C(=O)c3ccccc3F)CC2)c1 | -18.8
CS(=O)(=O)Nc1ccc(C(=O)Nc2ccccc2C(=O)N2CCCC2)cc1 | -15.2
CC(C)(C)C(=O)c1sc(Nc2ccccc2)nc1N | -18.9
O=C(Nc1cnccn1)c1cccc(C(F)(F)F)c1 | -13.5
O=C(NCCCN1CCCC1=O)c1ccc2c(c1)NC(=O)C(N1CCOCC1)S2 (centres undefined) | -6.3
COc1cccc(NC2=NC3(CCCCC3)N=C(N)N2)c1 | -12.8
COC(=O)CSc1nc(N2CCCCC2)c2c(c1C#N)CCCC2 | 0.9
Cc1cccc(OCC(=O)Nc2ccccc2N2CCCCC2)c1 | 4.7
CCn1c(SCC(N)=O)nnc1-c1ccc2[nH]c(C)c(C)c2c1 | -6.4
Cc1cccc(N(C)C(=O)c2cc3cc4ccc(C)cc4nc3o2)c1 | 6.8
O=C(NCCc1ccncc1)Nc1ccccc1 | 4.0
COC(=O)CSc1nc2sc(C)c(C)c2c(=O)n1C | -8.6
CCOc1ccc(N(CC(=O)NC2CCCC(C)C2C)S(=O)(=O)c2c(C)noc2C)cc1 (centres undefined) | 4.6
COc1ccc(S(=O)(=O)Nc2nnc(C(C)C)s2)cc1 | -11.0
Cc1ccc2oc(-c3ccc(NC(=O)c4ccc5c(c4)OCO5)cc3)nc2c1 | -11.8
O=C1CSC(c2cn(-c3ccccc3)nc2-c2cccs2)N1CC1CCCO1 (centres undefined) | -2.1
Cc1nc(N)sc1-c1nnc(SCC(=O)Nc2nccs2)n1C | -21.2
COc1ccc(-c2nc(C#N)c(NCCc3ccccc3)o2)cc1 | 4.6
CC(c1nnc(SCC(=O)Nc2sccc2C#N)n1-c1ccc(Cl)cc1)N(C)C (centres undefined) | -4.0
CN1[C@@H]2CC(OC(=O)[C@H](CO)c3ccccc3)C[C@H]1[C@@H]1O[C@@H]12 (some centres undefined) | -0.9
O=C(Nc1ccc(Cl)cc1)N1CCSCC1 | -1.2
CCN(CC)c1ccc(NC(=O)c2ccco2)cc1 | -13.8
CC1CN(C(=O)c2scc3c2OCCO3)CC(C)O1 (centres undefined) | 12.5

Given as labelled records: part of the list above.
COc1ccc(S(=O)(=O)Nc2nnc(C(C)C)s2)cc1
  Ecoli WT growth = -11.0
O=C1CSC(c2cn(-c3ccccc3)nc2-c2cccs2)N1CC1CCCO1 (centres undefined)
  Ecoli WT growth = -2.1

Next results:
SMILES | Ecoli WT growth
Cc1cc(C)n2nc(SCC(=O)N(C)Cc3ccccc3)nc2n1 | -1.0
COc1cccc2c(=O)c3c(cnn3C)n(C)c12 | -1.6
COc1ccc2c(c1)c(=O)oc1cc(OCC(=O)N3CCCC(C)C3)ccc12 (centres undefined) | -18.1
Cn1nnnc1NCc1c(F)cccc1Cl | -15.6
COc1ccc(F)cc1S(=O)(=O)NC1CCCCCC1 | 4.2
CCn1c(-c2cccc(Br)c2)n[nH]c1=S | -13.6
CC1=C(C#N)C(NC(=O)c2ccco2)(C(F)(F)F)C(=O)N1 (centres undefined) | -19.3
O=C(Nc1sc2c(c1C(=O)NC1CC1)CCCCCC2)c1ccco1 | -13.0
CCN(CCO)C(=O)CC(c1ccccc1)c1cc(Br)ccc1O (centres undefined) | -3.1
COCCn1c(CN(Cc2ccccc2)Cc2ccccc2)nc2c1c(=O)n(C)c(=O)n2C | 12.3
CC(CCc1ccccc1)NC(=O)c1cccnc1 (centres undefined) | -5.8
Cc1ccc(C)c2[nH]c(=O)c(CCNC(=O)c3ccc(S(=O)(=O)N(C)C)cc3)cc12 | 15.6
O=C(NCCN1CCOCC1)Nc1ccc(Cl)cc1 | 5.5
O=C(COc1ccc(S(=O)(=O)N2CCCC2)cc1Cl)NCc1ccco1 | -26.0
Cc1ccc(S(=O)(=O)N2CCCN(S(=O)(=O)C3CCS(=O)(=O)C3)CC2)cc1 (centres undefined) | 1.1
Cc1ccnc(N2CCN(C(=O)CSc3nc4ccccc4nc3N3CCCCC3)CC2)c1 | 11.6
COc1ccc(C2CC(c3cccc(C)c3)n3ncnc3N2)cc1 (centres undefined) | 12.0
Nc1scc(-c2ccncc2)c1Cl | 4.9
CC(C)(C)OC(=O)N1CCC(C(=O)N2CCCCCC2)CC1 | -4.0
O=C(Nc1ccc(N2CCCCC2)c(C(=O)O)c1)c1ccco1 | -19.3
Cc1c(C(=O)Nc2ccncc2)oc2c1C(=O)CC(C)(C)C2 | -12.4
O=C1SC(SCc2ccccc2)=N/C1=C\c1ccco1 | 4.6
CCN(CC)c1ccc(NC(=O)CSc2nc3ccccc3c(=O)[nH]2)cc1 | 0.3
COc1cc2c(C)nc(C)c(C#N)c2cc1OC | 3.1
CN(c1ccccc1)S(=O)(=O)c1ccc(C(=O)OCC(=O)NCc2ccco2)cc1 | -1.1

Two compounds drawn at random from those above:
SMILES | Ecoli WT growth
CCn1c(SCC(N)=O)nnc1-c1ccc2[nH]c(C)c(C)c2c1 | -6.4
Cc1ccc(C)c2[nH]c(=O)c(CCNC(=O)c3ccc(S(=O)(=O)N(C)C)cc3)cc12 | 15.6

(list continues)
SMILES | Ecoli WT growth
Cc1ccc2nc(C3CCN(CC(=O)N4CCCCCC4)CC3)[nH]c2c1 | -2.0
Cc1nnc(SCC(=O)Nc2nccs2)s1 | 9.9
CC(C)(C)c1ccc(C(=O)CSc2ncn[nH]2)cc1 | 4.0
O=C(CN1C(=O)c2ccccc2S1(=O)=O)NC1CCCC1 | 1.3
CN1CCc2nc(SCCOc3ccccc3)c(C#N)cc2C1 | -0.4
COC(=O)c1ccc(NC(=O)C2CCCN2S(=O)(=O)c2ccc(OC)cc2)cc1 (centres undefined) | -25.0
COc1cc(C2c3c(oc4ccccc4c3=O)C(=O)N2c2ccc(C)cn2)ccc1O (centres undefined) | -0.3
O=C(Nc1ccc(N2CCCC2=O)cc1)c1cccc(F)c1 | -2.4
c1coc(CNc2nc(-c3ccncc3)cs2)c1 | 2.7
CCc1noc(C)c1C(=O)N1CCOCC1 | -20.2
CCNc1oc(COc2cccc(C)c2)nc1C#N | 6.3
COc1ccc(N2CCN(c3nc(=S)n(-c4ccccc4)c(C)c3C(C)=O)CC2)cc1 | -8.7
CCc1ccccc1N1C(=O)C2CC(C)=C(C)CC2C1=O (centres undefined) | -2.5
COc1ccc(C)cc1NC(=O)c1ccc(N(C)S(C)(=O)=O)cc1 | -17.0
O=C(CSCc1n[nH]c(=O)[nH]1)NCCOc1cccc(Oc2ccccc2)c1 | -2.7
CC(Oc1ccc(C(=O)NC2CCCCC2)cc1)C(=O)O (centres undefined) | -26.4
CC(C)(C)c1ccc(C(O)CCCN2CCC(C(O)(c3ccccc3)c3ccccc3)CC2)cc1 (centres undefined) | 5.2
COC(=O)c1c(C)oc2ccc(NS(=O)(=O)c3cc(OC)ccc3OC)cc12 | 3.6
O=S(=O)(NCc1ccco1)c1cccc2cccnc12 | -4.1
COCCNC(=O)c1ccccc1-c1nc(-c2ccccc2OC)no1 | -17.9
COC(=O)Cc1cc(=O)n(-c2ccccc2)[nH]1 | -3.2
Cc1c(O)ccc2c3c(c(=O)oc12)CCC(C)C3 (centres undefined) | 12.2
Cc1ccc(CNS(=O)(=O)c2ccc(C(C)(C)C)cc2)n1C | -19.3
CCOc1ccc(C)cc1S(=O)(=O)n1ccnc1 | -15.6
CCC(C)OC(=O)C1=C(C)NC2=C(C(=O)C(C(=O)OC)C(C)C2)C1c1ccc(N(C)C)cc1 (centres undefined) | -4.3

Some of these compounds in order of SMILES length, rising:
SMILES | Ecoli WT growth
CCOc1ccc(C)cc1S(=O)(=O)n1ccnc1 | -15.6
O=S(=O)(NCc1ccco1)c1cccc2cccnc12 | -4.1
CN1CCc2nc(SCCOc3ccccc3)c(C#N)cc2C1 | -0.4

The results go on.
SMILES | Ecoli WT growth
C=CCn1c(SC/C=C/c2ccccc2)nnc1-c1sc(N)nc1C | -15.9
FC(F)(F)COc1nc(N2CCCCC2)nc(N2CCNCC2)n1 | -3.2
CCCn1c(SCC(=O)NC(=O)NCc2ccco2)n[nH]c1=O | 4.1
CC1CCCN(C(=O)C23CCC(C)(C(=O)C2)C3(C)C)C1 (centres undefined) | 11.1
Cc1ccc2[nH]c(=O)c(-c3noc(-c4ccncc4)n3)cc2c1 | -1.6
O=C1c2ccccc2S(=O)(=O)N1CC(O)Cn1ccc2ccccc21 (centres undefined) | -20.8
COc1cccc(OC)c1C(=O)Nc1ccccc1N1CCCC1 | 0.0
CCOC(=O)C(C)On1c(SC(C)C(=O)OCC)nc2ccccc2c1=O (centres undefined) | 7.5
CCN1C(=O)c2c(C)nc3ccccc3c2C1=O | -16.3
COc1ccc2c(c1OC)C(=O)NC(C)=C(C(=O)OC(C)(C)C)C2O (centres undefined) | -13.3
CCn1c(SCC(=O)NCc2ccc3c(c2)OCO3)nnc1-c1cccs1 | -15.2
Cc1ccc(NC(=O)COc2ccc3oc4c(c3c2)CCCC4)nc1 | 5.7
Cn1c(Cc2ccccc2)nnc1SCC(=O)NC1CCCCC1 | 1.6
COc1ccc(Cl)cc1NC(=O)N1CCN(C2CCCCC2)CC1 | -20.8
O=c1ccn(Cc2ccccc2Cl)cc1 | -5.8
COc1ccc(C(=O)NCC(=O)Nc2ccccc2)cc1OC | -14.2
CCOC(=O)Nc1nc(C)c(C(=O)N(C)C)s1 | -23.3
CCSc1nnc(NC(=O)c2cc(C)on2)s1 | 2.4
Cn1cnc2c1c(=O)n(Cc1c(Cl)cccc1Cl)c(=O)n2C | 0.0
CCOC(=O)Cc1csc(NC(=O)COc2ccccc2)n1 | -19.2
COc1cc(C(=O)Nc2cc(Cl)ccc2C)c(-n2cnnn2)cc1OC | -1.4
CCOc1ccc(-c2nc(C#N)c(N3CCCCCC3)o2)cc1 | -2.9
CSCCC(N=Cc1c(O)n(-c2ccc(F)cc2)c(=O)[nH]c1=O)C(=O)O (centres undefined) | -16.6
O=C(Nc1ccon1)c1cc2c(s1)CCCC2 | -17.5
CCOc1ccccc1NC(=O)C1CC2CCCC(C1)C2=O (centres undefined) | -19.6

Shown tab-delimited: entries from further up.
smiles	Ecoli WT growth
CSCCC(N=Cc1c(O)n(-c2ccc(F)cc2)c(=O)[nH]c1=O)C(=O)O (centres undefined)	-16.6
CCOC(=O)Nc1nc(C)c(C(=O)N(C)C)s1	-23.3
CCSc1nnc(NC(=O)c2cc(C)on2)s1	2.4

Next section
SMILES | Ecoli WT growth
CCCCn1c(CCNC(=O)c2cccs2)nc2ccccc21 | -13.8
COc1cccc(NC(=O)c2nc3nc(C)cc(C(F)F)n3n2)c1 | -1.3
Cc1ccc2c(c1)NC(=O)C(CC(=O)NC1CCCCC1C)O2 (centres undefined) | 6.4
CCCOc1ccc(C2C(C(=O)c3ccco3)=C(O)C(=O)N2CCN2CCOCC2)cc1OC (centres undefined) | -19.7
Cn1c(Cl)nc2ccccc21 | -1.0
COc1cccc2c3c(c(C)nc12)CC(C)O3 (centres undefined) | -1.3
O=C(CSc1nnc(-c2cccs2)n1-c1ccccc1)N1CCc2ccccc21 | -17.2
Cc1csc2ncc(C(=O)Nc3ccccc3Cl)c(=O)n12 | -1.3
O=C(CN1C(=O)NC2(CCCCCC2)C1=O)N1CCC(Cc2ccccc2)CC1 | 6.9
c1cc(-c2noc(-c3ccc4c(c3)OCO4)n2)ccn1 | 2.6
COc1ccc(OC)c(CNC(=O)COc2cc(=O)n(C)c3ccccc23)c1 | -0.6
Cn1cccc1-c1nc2ccc(NC(=O)c3cccs3)cc2[nH]1 | -26.9
CCOc1ccc(NC(=O)C2CC(=O)N(c3cc(C)cc(C)c3)C2)cc1 (centres undefined) | -6.9
CCOc1ccc(CNC(=O)C2CCCN(S(C)(=O)=O)C2)cc1OC (centres undefined) | -1.1
O=C(c1ccc2c(c1)[nH]c(=S)n1c3ccccc3nc21)N1CCN(c2ncccn2)CC1 | -0.3
Cc1cc(C)nc(SCc2cccc(C(=O)O)c2)n1 | -16.4
Cc1cc(C(=O)Nc2nc3c(s2)CCCC3)cs1 | 7.2
CC(=O)Nc1ccc(-c2cc3ccccc3o2)cc1 | -2.7
O=C(N1CCOCC1)C1(c2ccccc2)CCCCC1 | 1.8
COc1cc(OC)c(NC(=O)c2c(-c3ccccc3)noc2C)cc1Cl | -14.7
CCOc1cc2oc(=O)c3c(c2cc1Cl)CCC3 | -2.9
Cc1ccc(C)c(OCCCC(=O)Nc2ccc(N3CCOCC3)cc2)c1 | -1.3
COc1ccccc1-c1nc(-c2ccc(C)nc2OC)no1 | -18.4
CCCc1cc(=O)oc2cc(C)cc(OC(=O)c3ccco3)c12 | 1.9
O=C(CSc1nc2ccccc2c(=O)n1CCC(=O)N1CCCCC1)NCc1ccccc1 | -1.7

(listing goes on)
SMILES | Ecoli WT growth
N#CC1=C(N)OC2=C(C(=O)CCC2)C1CCc1ccccc1 (centres undefined) | -2.3
Cc1nc(SCC#N)c2c3c(sc2n1)CCC3 | -21.3
C[C@H](NC(=O)Nc1ccccc1F)C(=O)O | -0.8
COc1ccc(NC(=O)CSc2[nH]c(=O)cc(C)c2C#N)cc1OC | -27.7
Cc1cc(C)cc(NC(=O)C2CCCN(c3nccc(C)n3)C2)c1 (centres undefined) | 4.6
CC(C)Sc1nc(N2CCCC2)c2c(c1C#N)CC(C)(C)OC2 | -4.6
O=P(O)(O)C(O)C(F)(F)C(F)(F)C(F)(F)C(F)F (centres undefined) | 4.8
Cc1cc(OC(=O)N2CCCCC2)cc(C)c1Cl | -8.6
COC(=O)c1ccnc(/C=N/O)c1 | -3.7
COc1ccc(S(=O)(=O)NC(C)C(=O)Nc2cccc(C(C)=O)c2)cc1 (centres undefined) | -4.4
Cc1ccc(-c2c3c(=O)n(C)c(=O)n(C)c3c3nnc4ccccc4n23)cc1 | 2.7
CC(=O)Nc1cccc(-c2nnc(SCc3ccccc3C#N)n2C)c1 | -21.1
CCC(Sc1ccccn1)C(=O)Nc1nnc(C)s1 (centres undefined) | -13.3
Cc1ccc(SCc2nc(-c3cccnc3)no2)cc1 | -0.8
